High-throughput results as filed in PubChem BioAssay.
PG9 binder: small molecules binding HIV-1 gp120 antibody PG9; TR-FRET gp120-PG9 antibody binding; inhibition, % at 6.7 µM; 360,000 compounds, 0.43% hits; in the data active = inhibition above about 8.5%
ARFGAP1 inh: inhibitors of rat ARFGAP1 | Arfgap1-stimulated ARF1 GTP hydrolysis, GDP FP detection | 360,000 compounds, 0.26% hits | AID 651572 | Q62848 | inhibition, % at 16.5 µM;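 active = inhibition above a per-plate limit, mean inhibition of low control wells plus 3 SD, cut at about 25% in these data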;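 note: 0% = DMSO wells with enzyme and 100% = wells lacking Arfgap1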
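Material: truncated rat Arfgap1 GAP domain; Incubation: compound-enzyme preincubation 20 min, reaction 120 min, detection 60 min, 25 °C; Read-out: percent inhibition of Arfgap1-stimulated GTP hydrolysis; Technique: FP, GDP Alexa 633 tracer displaced from anti-GDP antibody, 620/688 nm; Controls: No-Arfgap1 wells (100%) versus DMSO full-reaction wells (0%); Replication: single well per compound.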
NPR2 activator: GC-B (human) receptor activation. HEK293-GC-B cells, CNP EC30, cGMP TR-FRET; 0% at EC30 CNP, 100% saturating CNP. 370,000 compounds, 0.11% hits. activation, % at 10 µM. AID 1920062. P20594;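 active = activation at 10 µM reaching about 35% in either raw or pattern-adjusted values, limit read from the data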
Target sequence (P20594 whole entry, looked up): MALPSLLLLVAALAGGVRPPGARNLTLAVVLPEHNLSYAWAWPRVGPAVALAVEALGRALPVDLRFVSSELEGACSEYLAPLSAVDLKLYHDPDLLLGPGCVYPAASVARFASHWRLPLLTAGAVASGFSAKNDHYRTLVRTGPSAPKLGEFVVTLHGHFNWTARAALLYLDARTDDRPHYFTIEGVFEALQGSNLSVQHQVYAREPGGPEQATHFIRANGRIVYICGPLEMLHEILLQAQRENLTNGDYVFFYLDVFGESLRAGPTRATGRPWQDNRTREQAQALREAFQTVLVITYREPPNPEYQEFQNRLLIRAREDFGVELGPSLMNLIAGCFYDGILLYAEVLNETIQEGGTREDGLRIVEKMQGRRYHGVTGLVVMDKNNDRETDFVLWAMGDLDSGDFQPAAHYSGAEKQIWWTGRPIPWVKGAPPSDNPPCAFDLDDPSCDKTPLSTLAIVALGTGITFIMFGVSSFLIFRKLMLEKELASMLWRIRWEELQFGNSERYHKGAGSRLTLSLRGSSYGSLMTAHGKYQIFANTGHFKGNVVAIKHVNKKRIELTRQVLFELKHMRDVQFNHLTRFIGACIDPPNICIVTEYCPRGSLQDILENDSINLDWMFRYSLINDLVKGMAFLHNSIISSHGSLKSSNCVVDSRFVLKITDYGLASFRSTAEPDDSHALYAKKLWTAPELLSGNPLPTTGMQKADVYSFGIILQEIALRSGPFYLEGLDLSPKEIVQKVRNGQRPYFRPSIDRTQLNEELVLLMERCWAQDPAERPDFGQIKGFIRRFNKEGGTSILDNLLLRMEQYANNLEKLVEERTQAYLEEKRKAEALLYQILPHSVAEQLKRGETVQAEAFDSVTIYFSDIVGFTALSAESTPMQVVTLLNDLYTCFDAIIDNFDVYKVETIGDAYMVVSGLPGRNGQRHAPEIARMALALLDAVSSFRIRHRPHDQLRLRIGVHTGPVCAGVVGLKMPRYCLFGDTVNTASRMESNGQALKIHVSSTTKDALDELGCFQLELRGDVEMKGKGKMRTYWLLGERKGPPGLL
NPR1 activator: GC-A (human) enzyme activation; HEK293 GC-A cells, cGMP TR-FRET, EC30 ANP; 0% at EC30 ANP, 100% saturating ANP; activation, % at 10 µM; P16066; 370,000 compounds, 0.14% hits; in the data active = activation above about 40%
mABHD4 FP: ABHD4 (mouse) inhibition, primary FP screen; 370,000 compounds, 0.54% hits; inhibition, % at 8.92 µM; AID 720543; purified mABHD4, FP-Rh probe fluorescence polarization; Q8VD66;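 active = inhibition exceeding the mean over every tested compound plus 3 SD, cut at about 30% in these data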;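 note: 0% = plate median of compound wells and 100% = S159A mutant with DMSO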
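Test system: mouse ABHD4 enzyme, wild type. Reagent: FP-Rh fluorescent activity-based probe, added after compound pre-incubation. Timing: pre-incubation 45 min, probe exposure 60 min, at 25 °C. Technique: FP readout, ex 525 nm / em 598 nm. Benchmarks: high control S159A mutant with DMSO, low control median of compound wells.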
rCAG binder: binds r(CAG) RNA repeats. r(CAG) RNA repeat, TO-PRO-1 dye displacement fluorescence. inhibition, % at 3 µM. 370,000 compounds, 1.3% hits;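 active = inhibition above the plate cutoff, the mean of all test compounds on that plate plus 3 SD, cut at about 35% in these data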;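 note: 0% = DMSO alone and 100% = 100 µM mitoxantrone as full dye displacement; higher means more dye released from RNA so lower well fluorescence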
Rev-erbA mod: modulators of human Rev-erb alpha DNA binding; P20393; Rev-erbα–FITC-DNA binding, fluorescence polarization, 90 min; activity, % at 10 µM; 370,000 compounds, 0.79% hits; AID 1259318;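 active = activity above about 14%, limit read from the data; passing the limit was not always enough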;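 note: 0% = DMSO wells with 35 nM protein and 100% = DMSO wells with 750 nM protein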
SMARCA2 act: SMARCA2 function activation, primary screen | activation, % at 9.1 µM | 370,000 compounds, 1% hits | MG213 cells, MMTV-luciferase reporter, dexamethasone, overnight; in the data active = activation above about 7.8%;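 note: 0% = vehicle wells and 100% = reference activator wells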
ASAP1 GAP inh: ASAP1 ArfGAP inhibition | Q9ULH1 | ASAP1-stimulated ARF1 GTP hydrolysis, GDP FP detection | inhibition, % at 16.5 µM | 360,000 compounds, 0.19% hits | AID 624377; in the data active = inhibition above about 25%;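 note: 0% = vehicle with enzyme and substrate and 100% = no enzyme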
HTRA1 inhibitor: inhibitors of human serine peptidase HTRA1 | recombinant HTRA1, FP-rhodamine activity-based probe, fluorescence polarization | inhibition, % at 5.96 µM | 340,000 compounds, 0.5% hits | AID 504803; in the data active = inhibition above about 36%;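 note: 0% = enzyme with DMSO and 100% = wells lacking enzyme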
Active calls of the source: *; x = not tested or not shown.

Results follow in this order: NPR2 activator	PG9 binder	ARFGAP1 inh	ASAP1 GAP inh	SMARCA2 act	HTRA1 inhibitor	NPR1 activator	Rev-erbA mod	mABHD4 FP	rCAG binder
1. COc1cc(OC)cc(C(=O)Oc2ccc(/C=N/Nc3nc4ccccc4s3)cc2OC)c1
  5.8	-2.5	0.7	12.5	-4.2	-12.2	-7.5	5.0	7.0	17.1
2. COc1ccc(NS(=O)(=O)c2ccc(S(=O)(=O)N3CCCC3)cc2)cc1Cl
  -0.7	0.0	-8.1	0.8	-2.0	-6.7	-3.8	4.0	0.2	16.5
3. Cc1ccc(C(CC(=O)O)C2CCOC(C)(C)C2)cc1 (centres undefined)
  0.6	0.7	-5.5	0.1	-2.7	-2.6	0.5	-1.9	6.9	3.9
4. COc1ccc(CNS(=O)(=O)c2ccc3c(c2)NC(=O)C(C)S3)cc1 (centres undefined)
  -3.0	0.1	-1.6	-16.4	-4.2	3.8	3.1	-3.1	0.2	-3.0
5. O=C(Nc1nc2ccc(Cl)cc2s1)C1CCCO1 (centres undefined)
  -1.2	-2.0	6.9	8.6	3.8	-8.4	22.7	-2.1	1.2	-1.8
6. CC1(C)CC(=O)C=C(c2ccc(COC(=O)c3cccc(C(F)(F)F)c3)cc2)C1=O
  6.3	-1.5	-1.7	8.6	-4.5	-12.0	2.6	5.2	2.3	4.7
7. CCCNC(=O)c1onc(CSc2ccc(F)cc2)c1C(=O)NCCOC
  -9.1	0.4	-6.4	-6.1	0.3	-6.3	-0.2	-9.4	-0.2	-10.8
8. CCOC(=O)c1[nH]cnc1C(=O)Nc1ccc(C)cc1
  -7.4	-1.6	-0.9	-4.9	-4.0	1.9	-0.7	-5.8	-2.5	-2.2
9. C=C(C)COc1ccc2oc(C)c(C(=O)OCCOC)c2c1
  -2.9	-2.9	2.3	3.5	4.8	-6.7	-5.6	-2.3	-3.0	-7.8
10. CC1(c2nnc(-c3cccc(Cl)c3)o2)CC(c2cccnc2)=NO1 (centres undefined)
  5.2	-0.5	-13.2	-9.5	1.0	-2.9	0.1	-4.3	7.1	-3.0
11. Cn1nccc1NC(=O)Nc1ccc(Cl)cc1
  -0.7	-0.1	1.9	5.3	-1.0	-6.6	0.6	-4.6	-1.4	-0.5
12. O=C(Nc1cccc(F)c1)N1CCC(c2ccccc2)CC1
  -1.6	2.5	-0.5	11.8	3.7	-6.9	-3.0	1.8	-3.2	-3.3
13. O=C(O)c1cccc(N2CCCC2)c1
  4.2	-2.7	2.4	-7.4	-3.5	-0.3	-1.3	-2.0	-7.3	7.1
14. CCOC(=O)C(C)(C)N(Cc1cccc(C)c1)S(=O)(=O)c1cccc([N+](=O)[O-])c1
  1.6	-2.1	34.7*	-11.1	-1.1	-17.6	-8.1	1.3	-8.5	-6.6
15. CC1CCN(c2ccc(C(F)(F)F)cc2N)CC1
  2.3	0.0	1.8	12.1	-0.2	8.6	3.9	0.3	2.6	-1.7
16. Cn1nc(C(=O)NCc2ccc(F)cc2)c2c1-c1ccccc1S(=O)(=O)C2
  -2.0	0.8	0.3	-1.6	-1.2	4.7	3.5	2.1	-1.9	-1.9
17. O=C(Nc1ccc(O)cc1)/C(=C\c1ccncc1)NC(=O)c1ccccc1
  4.5	-1.1	-1.6	-2.3	-3.8	1.8	-0.8	-2.7	4.5	-0.5
18. CCOc1ccc(-n2c(SCC(=O)O)nc3sc4c(c3c2=O)CCCC4)cc1
  -3.5	-0.5	12.0	20.3	4.8	-3.7	-3.5	3.6	-5.2	31.7
19. COc1ccccc1-n1nnnc1SCC(=O)NC1CCCCC1
  6.5	1.0	-6.8	6.8	-2.3	7.1	-6.0	1.7	-1.4	-1.9
20. Cc1ccc(-c2cc(C(=O)Nc3nn[nH]n3)c3ccccc3n2)c(C)c1
  9.9	-2.1	-2.7	-4.8	2.9	-3.1	2.9	1.1	-2.6	9.9
21. O=C(CN(c1ccc(F)cc1)S(=O)(=O)c1ccc2c(c1)OCCO2)NCc1cccnc1
  -4.1	1.0	-7.3	-12.4	-1.8	4.2	-1.0	-3.4	4.6	0.2
22. CC(C)OCCCNc1ncnc2c1[nH]c1ccccc12
  8.7	-1.3	-7.3	10.4	-5.3	0.6	2.9	-2.7	1.6	0.6
23. CCOc1ccccc1CN1CCNC(=O)C1CC(=O)NCCN1CCOC1=O (centres undefined)
  3.3	-0.4	5.2	9.5	-0.5	8.1	-1.4	4.0	8.0	0.1
24. Cc1ccc(N2C(=O)C3CCC(c4ccccc4)CC3C2=O)cc1 (centres undefined)
  1.1	1.0	-5.1	-10.5	-2.6	-10.7	1.2	1.6	-0.9	-5.3
25. Nc1ccc2cn[nH]c2c1
  -0.8	-2.3	2.8	4.9	-1.3	1.9	-1.1	2.5	-12.9	2.3
26. C=C(C)COc1ccc2c(C)c(C)c(=O)oc2c1OCC(=C)C
  2.4	2.4	-2.3	-8.2	-0.6	-19.6	0.6	9.8	-1.9	-1.9
27. Cc1nnc2sc(-c3cccc4ccccc34)nn12
  -3.2	-1.4	2.7	6.8	2.8	-2.9	-2.5	-5.6	-2.4	-2.2
28. Cc1cc(=O)n2[nH]c(C)cc2n1
  3.2	-1.7	8.5	2.3	0.8	9.9	3.5	-0.8	3.6	-1.0
29. COc1cc(-c2cc(-c3ccccc3)nc(SCC(=O)Nc3nccs3)c2C#N)cc(OC)c1OC
  14.6	-1.8	9.3	-4.8	0.4	-0.4	17.8	72.1*	-0.5	7.5
30. O=C(CCCCCn1c(=O)[nH]c2ccsc2c1=O)N1CCCCC1
  -3.8	0.6	-0.2	11.7	-7.8	0.2	-4.8	4.4	0.4	-2.4

Continued, starting with the last three of the part before.
Results follow in this order: NPR2 activator	PG9 binder	ARFGAP1 inh	ASAP1 GAP inh	SMARCA2 act	HTRA1 inhibitor	NPR1 activator	Rev-erbA mod	mABHD4 FP	rCAG binder
28. Cc1cc(=O)n2[nH]c(C)cc2n1
  3.2	-1.7	8.5	2.3	0.8	9.9	3.5	-0.8	3.6	-1.0
29. COc1cc(-c2cc(-c3ccccc3)nc(SCC(=O)Nc3nccs3)c2C#N)cc(OC)c1OC
  14.6	-1.8	9.3	-4.8	0.4	-0.4	17.8	72.1*	-0.5	7.5
30. O=C(CCCCCn1c(=O)[nH]c2ccsc2c1=O)N1CCCCC1
  -3.8	0.6	-0.2	11.7	-7.8	0.2	-4.8	4.4	0.4	-2.4
31. COc1cc2ncnc(NCc3ccccc3Cl)c2cc1OC
  2.0	1.6	-3.3	14.5	-6.0	-6.4	21.2	-0.5	2.0	-0.9
32. O=c1nccc(N/N=C/c2ccccc2)[nH]1
  -8.8	-2.9	-2.4	9.0	8.2*	3.8	-3.4	0.9	-4.9	-1.5
33. O=C(C1=C[C@H](c2ccc3c(c2)OCO3)C[C@H](OCCCCO)O1)N1CCN(Cc2ccc3c(c2)OCO3)CC1
  4.4	-2.1	1.4	3.0	0.9	-5.7	-1.9	-1.4	3.7	-8.1
34. CCN(CC)c1ccc(/C=N/NS(=O)(=O)c2ccc(C)c([N+](=O)[O-])c2)cc1
  1.9	-1.3	6.0	-0.4	-0.1	7.2	-5.8	-3.0	-0.7	0.4
35. COC(=O)c1[nH]c2cc(OC)ccc2c1NC(=O)CCN1CCCCC1
  -5.6	-1.8	1.4	5.1	1.0	-8.8	-4.2	1.0	-0.4	-4.0
36. CCCCOCCCNC(=O)C[C@H]1C[C@@]2(C(=O)OC)C(=C[C@H](C(C)C)O[C@@H]2C2CC2)N(Cc2ccc3c(c2)OCO3)C1=O
  -1.5	x	x	x	-2.9	x	-2.5	2.3	1.1	-1.0
37. COc1ccc(CCN2CC(O)=C(c3nc(C)cs3)C2=N)cc1OC
  -9.0	2.7	6.1	6.0	-3.5	-1.8	-7.1	-0.2	-1.5	1.8
38. O=C(NCc1cccc(C(F)(F)F)c1)C1CC(c2ccccc2[N+](=O)[O-])=NO1 (centres undefined)
  -0.2	-0.7	5.6	-3.6	2.8	-0.4	0.2	0.6	1.0	-1.7
39. Cc1ccc(S(=O)(=O)N2[C@H](CC(=O)c3cccs3)OC[C@@H]2C)cc1
  4.8	3.7	1.5	4.9	4.2	x	3.1	3.3	-3.6	4.0
40. CC1Nc2ccccc2C(=O)N1NS(C)(=O)=O (centres undefined)
  1.6	-0.9	7.1	-1.9	-4.1	3.5	5.2	-4.9	0.4	1.0
41. O=C1c2cccnc2C(=O)N1c1ccccc1-c1ccccc1
  3.3	-1.1	6.6	-13.7	-0.9	8.1	0.4	-0.6	-4.0	-0.2
42. Cc1ccc(S(=O)(=O)Oc2ccc(/C=C3\C(=N)N4N=C(S(C)(=O)=O)SC4=NC3=O)cc2)cc1
  0.7	-0.8	-3.7	7.8	-1.5	-17.8	0.4	-4.5	1.6	63.1*
43. CCCc1nn2c(=O)cc(CSCC(=O)Nc3ccc(OC)cc3)nc2s1
  -0.8	-1.2	-1.1	4.2	-0.8	1.5	3.8	10.8	5.0	-1.8
44. Cn1c2ccccc2c2c(C(=O)N3CCN(C(=O)c4ccco4)CC3)cn(C3CCCCC3)c(=O)c21
  -2.6	-0.1	7.5	5.5	-6.2	-3.8	-8.7	-0.4	-1.7	-1.3
45. CCOC(=O)C1CCN(C(=O)c2ccc(OC3CCN(C(=O)COC)CC3)cc2)CC1
  0.4	-2.8	-2.9	13.9	-1.4	1.2	-2.5	0.6	-2.1	-9.1
46. CC(NC(=O)c1cccc(S(=O)(=O)N2CCN(C)CC2)c1)C1CC2CCC1C2 (centres undefined)
  5.5	0.2	4.2	-0.1	-0.7	-3.3	-6.6	-1.0	1.8	-9.2
47. COc1cccc(CNC(=O)CCC2CCCN(C(=O)Cc3ccccc3F)C2)c1 (centres undefined)
  4.3	-0.1	-3.5	-7.0	-0.6	4.2	-2.6	-2.6	-1.9	-9.3
